# PMI inhibitors: inhibitors of human PMI, primary screen, biochemical, fluorescence intensity, coupled assay (AID 1209). purified PMI enzyme, coupled fluorescence intensity; higher % means a stronger effect. inhibition, % at 20 µM; hits with a dose series show IC50 in µM. 0.42% of 190,000 active;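 further: plate controls were DMSO vehicle for no effect and wells lacking substrate for full effect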
# Yfh1-depleted yeast: mitochondrial function rescue without frataxin homolog – Friedreich's ataxia, plus single-dose screen, dose response (AID 1465); S. cerevisiae Yfh1-off respiration, WST-1 reduction, 72 h; higher fold induction means a stronger effect; fold induction at 50 µM; hits with a dose series show EC50 in µM; 0.074% of 220,000 active;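 active means fold induction of absorbance versus untreated yeast above a set limit, then at least 30% activation at any dose in follow-up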;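 further: activators that raise dye reduction in frataxin-depleted yeast; strong numbers were not always called active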
# PMI inhibition: human PMI inhibitors, high substrate, primary screen, biochemical, fluorescence intensity, high mannose 6-phosphate (AID 1220). recombinant PMI enzyme, coupled fluorescence intensity; higher % means a stronger effect. inhibition, % at 20 µM, or IC50 in µM where a hit was titrated. 0.66% of 190,000 active
# WT yeast gro inh: growth inhibition of WT yeast, mitochondrial fusion screen | mitochondrial fusion phenotypic screen, WT strain | 2.1% of 190,000 active | inhibition, % at 10 µM | AID 1362; in the data active means inhibition above about 58%; tested in S. cerevisiae
# Insulin prom up: MIN6 insulin promoter up-regulation; MIN6 insulin promoter-GFP reporter, high-content imaging; hits give high values; z-score at 5 µM; 0.3% of 190,000 active; AID 1625;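 active means z-score above 3 at 5 µM with at least 500 cells counted in the well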
# MT stabilizer: microtubule stabilization, imaging screen; % tubulin-high responders, % at 10 µM; HeLa tubulin immunostaining HCS, 24 h; share of cells brighter than vehicle mean+2SD; AID 2205; 0.83% of 200,000 active;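 active means plate Z-score above 3 for both tubulin-high and condensed-nucleus cell shares, with cell loss under 80%, at 10 µM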;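 further: anti alpha tubulin signal scored within the nucleus-defined area of each cell; some results filed as inactive read as strong as hits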
# Dynein cargo inh: blocks dynein driven cargo transport along microtubules; 3617.4 mouse cells, GR-EGFP nuclear translocation imaging; test concentration mostly 20 µM; stimulated with dexamethasone, 1 µM; hits give low values; 0.47% of 220,000 active; z-score, hits read low;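 active means plate z-score of nuclear minus cytoplasmic receptor signal below a set negative limit, without overly bright fluorescence or cell loss, cut at about -3.5 in these data, passing the limit was not always enough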;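 further: z-score of nuclear minus cytoplasmic ring GR-EGFP intensity difference per well; some compounds called inactive have numbers as strong as hits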
#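 Buffer or medium: tetracycline-free induction medium containing charcoal-stripped FBS / Reagent: dexamethasone agonist, 1.0 µM final, for 30 min / Technique: automated 10x imaging of fixed Hoechst-stained cells / Times: induction 48 h, compound 1 h, agonist 30 min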
# bCat nuc transl: alters nuclear translocation of beta-catenin in HeLa cells; immunofluorescence imaging; nuclear translocation activity, % at 5 µM; 0.3% of 190,000 active;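 active means nuclear translocation activity above 50% at 5 µM, with a well cell count of 50 or more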;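 further: per-cell ratio of nuclear to cytoplasmic median beta-catenin stain intensity; plate controls were DMSO negative control for no effect and GSK-3 inhibitor IX positive control for full effect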
#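 Test system: HeLa cells, endogenous beta-catenin; Compound: single 5 µM dose plus 0.02–20 µM confirmation series; Times: compound exposure 24 h at 37°C; Signal: fluorescence imaging of beta-catenin antibody stain plus DAPI; Read-out: % activation, nuclear-to-cytoplasmic median beta-catenin signal ratio per cell.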
# Autophagy HCS: autophagy modulation, high-content screen | MEF GFP-LC3 puncta imaging; test concentration mostly 10 µM | 0.98% of 190,000 active | calls only at 10 µM (by protocol);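 active means percentage of spot-positive cells more than 3 SD above its plate mean, without a fluorescence outlier flag or 80% toxicity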;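 further: spot-positive cell cutoff set from DMSO-treated cells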
# WT yeast gro inh mutant strain: second read-out of WT yeast gro inh, no call of its own (marks repeat the call); inhibition, %; mitochondrial fusion phenotypic screen, mutant strain inhibition
# Dynein cargo inh cytoplasmic EGFP: further read-out of Dynein cargo inh, marked with its call; z-score; measured here: cytoplasmic GR-EGFP intensity; hits give high values
# Dynein cargo inh nuclear GR-EGFP: also measured in Dynein cargo inh; calls as there; z-score; measured here: nuclear GR-EGFP intensity;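 lower value marks the stronger effect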
# Dynein cargo inh cell count: recorded beside Dynein cargo inh, whose call it bears; z-score; measured here: cell count per field
# Insulin prom up cell count: further read-out of Insulin prom up, marked with its call; cell count; measured here: cytotoxicity, nuclei count;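 total cells summed across four imaged fields per well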
# bCat nuc transl cell count 5 µM: also measured in bCat nuc transl; calls as there; cell count; measured here: cell count, cytotoxicity flag
# MT stabilizer Hoechst-high %: second read-out of MT stabilizer, no call of its own (marks repeat the call); % Hoechst-high responders; measured here: nuclear condensation Hoechst responders;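 share of cells brighter than vehicle mean plus two SD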
# MT stabilizer cytotoxicity %: recorded beside MT stabilizer, whose call it bears; toxicity, %; measured here: cytotoxicity by cell density;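 0% = mean cell density of plate MIN control wells and 100% = no cells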
# Autophagy HCS cell loss 18 h: recorded beside Autophagy HCS, whose call it bears; toxicity, %; measured here: cell loss, nuclei count;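 cell loss after 18 h compound exposure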
# Starred values were filed as active, the others as inactive; i = inactive; · = no result given. Unless noted, no stated cut-off is given here; in the data, active means inhibition above about 50%; inactive means the rest. The order is random; 5% or so of the library scored in one or more.
SMILES,PMI inhibitors,Yfh1-depleted yeast,PMI inhibition,WT yeast gro inh,WT yeast gro inh mutant strain,Insulin prom up,Insulin prom up cell count,MT stabilizer,MT stabilizer Hoechst-high %,MT stabilizer cytotoxicity %,Dynein cargo inh,Dynein cargo inh cytoplasmic EGFP,Dynein cargo inh nuclear GR-EGFP,Dynein cargo inh cell count,bCat nuc transl,bCat nuc transl cell count 5 µM,Autophagy HCS,Autophagy HCS cell loss 18 h
CN=C1SC(CC(=O)Nc2ccc(F)cc2F)C(=O)N1/N=C(\C)c1cccc(OCC(=O)O)c1 (stereo unspecified),·,i,·,·,·,-0.14,1460,·,·,·,-0.82,-0.26,-0.58,1.3,-2.1,1199,·,·
CC1CCN(C(=O)c2ccccc2NC(=O)c2cccc(S(=O)(=O)N3CCOCC3)c2)CC1,6%,i,3%,1,-19,1.7,1149,4.0,1.9,5.8,-0.57,-0.25,-0.063,0.58,-0.1,975,i,-1
COc1ccc(OCCCc2c(C)n[nH]c2C)cc1,0%,·,-6%,32,28,·,·,1.4,0.9,6.3,-1.5,-0.33,-0.76,0.95,-16,1189,i,2
C=CCNC(=S)N/N=C/c1ccc(N(CC)Cc2ccccc2)cc1,11%,i,8%,69*,45*,·,·,2.9,2.3,8.2,-0.37,-0.28,-0.51,0.23,-0.1,1090,i,-7
Cc1ccc2c(c1)N(CC(=O)Nc1ccc3c(c1)OCCO3)C(=O)CO2,9%,i,6%,-11,0,0.26,1330,1.8,1.5,6.2,-1.1,-0.27,-0.4,-0.011,·,·,i,-2
Cc1cc(NC(=O)C(=O)NCCN2CCN(C(=O)c3cccs3)CC2)ccc1Br,8%,i,3%,-4,-8,-0.03,1266,3.2,1.8,7.2,-0.021,-0.23,0.076,0.75,-1.2,1173,i,19
C=CCc1cccc(CNc2nc3ccccc3n2C(C)C)c1O,9%,·,11%,70*,14*,-0.15,1198,6.7,1.9,4.4,2.2,-0.13,1.2,-1.5,-7.3,950,i,-5
COc1ccc(/C=C/C(=O)O)cc1S(=O)(=O)N1CCC(Cc2ccccc2)CC1,·,i,·,·,·,-0.08,1107,·,·,·,0.68,-0.22,0.31,-1.5,-0.5,1285,·,·
Cc1cccc(C(=O)NC(=S)NNC(=O)COc2c(C)cccc2C)c1,3%,i,-5%,25,-24,-0.02,1383,7.1,2.4,4.9,2.5,-0.2,1.6,-1.6,1.0,532,i,-8
CC(C)C1(C(C)C)OC(=O)c2ccccc21,0%,i,16%,11,2,0.14,1368,2.7,1.6,0.8,0.046,-0.24,0.15,-1,-0.7,599,i,12
COCc1cc(=O)[nH]c(/N=C(\N)Nc2ccc(Oc3ccccc3)cc2)n1,1%,i,-2%,-1,11,0.58,1124,2.5,1.8,4.8,-0.22,-0.23,0.16,0.56,-1.1,926,i,-3
Cc1cc(C)nc(NC(=NCCc2c[nH]c3ccccc23)NC(=O)Nc2ccc(Cl)c(Cl)c2)n1,-3%,i,-2%,20,-13,-0.78,1131,1.6,2.1,14,-0.1,-0.23,0.29,-0.53,-0.9,989,i,1
O=C(Nc1cccc(-c2cn3c(n2)SCC3)c1)c1ccc2c(c1)OCO2,1%,i,2%,6,-20,0.93,1577,2.2,1.4,4.5,-0.055,-0.0031,-0.23,-0.26,-4.3,1018,i,16
CC[N+](CC)(CC=C(C)C)CC(=O)OC,0%,i,8%,-2,5,0.74,1414,2.8,1.3,5.8,0.18,-0.38,0.53,0.34,1.2,983,i,-10
Cc1cc(C)c(NC(=O)c2ccc[n+](Cc3ccc([N+](=O)[O-])cc3)c2)c(C)c1,2%,i,-1%,-18,-18,0.74,1400,3.9,1.8,8.3,0.81,-0.29,0.25,-0.83,-1.0,895,i,4
C=CCn1c(-c2ccccc2[N+](=O)[O-])n[nH]c1=S,-4%,i,1%,0,1,0.5,1585,4.6,1.4,4.3,2,-0.13,1.2,-1.2,-0.3,1005,i,18
O=C(CC1SC(=Nc2ccccc2)N(Cc2ccccn2)C1=O)Nc1ccc(Br)cc1 (stereo unspecified),1%,i,2%,45,2,0.15,1240,2.5,1.9,6.8,0.47,-0.13,0.17,-1.6,1.6,505,i,12
CN(C)c1ccc(C=NCCC2(c3ccccc3)CCOC(C)(C)C2)cc1 (stereo unspecified),·,i,·,·,·,0.33,1003,·,·,·,1.2,-0.12,0.85,-1.6,-0.5,1256,·,·
CCCOc1ccc(N2C(=O)CC(N(CCc3ccc(OC)c(OC)c3)C(=O)c3ccccc3)C2=O)cc1 (stereo unspecified),·,i,·,·,·,0.15,1100,·,·,·,-1.2,-0.16,-0.63,1.5,2.5,1212,·,·
CCn1c(SCC(=O)NC2CCCCC2)nc2c(c1=O)SC(C)C2 (stereo unspecified),8%,·,4%,22,13,-0.41,1500,5.0,1.9,2.5,0.21,0.11,0.29,-0.44,1.3,1334,i,10
CCCCCOC(=O)Cn1c(=O)oc2ccccc21,0%,i,3%,7,1,0.68,1957,2.2,0.9,3.2,2.7,0.01,1.8,-1.6,-3.5,1050,i,12
CC(C)N=C1NN=C(c2cccs2)C(CC(=O)O)S1 (stereo unspecified),·,i,·,·,·,-0.09,1399,·,·,·,-1.3,0.48,-0.53,0.47,1.3,1194,·,·
Cc1[nH]n(-c2ccccc2)c(=O)c1C(C[N+](=O)[O-])c1ccc(F)cc1 (stereo unspecified),6%,i,30%,6,9,-0.1,1243,3.5,3.5,4.1,-1.2,-0.057,-0.91,0.037,·,·,i,-1
O=C(NC1CCCCC1)C(c1ccncc1)N(C(=O)Cc1cccs1)c1ccccc1 (stereo unspecified),·,i,·,2,12,0.17,1107,1.6,2.9,8.1,-1.6,-0.2,-0.85,0.44,1.3,1487,i,-9
COc1ccc(-c2cc(C(=O)N3CCN(C(c4ccccc4)c4ccccc4)CC3)no2)cc1OC,16%,i,16%,-20,10,-1.2,899,2.1,2.5,10,-0.17,-0.18,0.12,0.4,-0.9,920,i,1
N#CCCn1c(C2CCCCC2)nc2ccccc21,0%,i,-2%,-12,-11,-0.41,1289,0.5,1.1,8.7,0.37,-0.3,0.37,0.37,3.5,1123,i,1
CSC1=NCCN1C(=O)c1ccc(C)cc1,6%,i,5%,4,13,0.54,1581,3.1,1.5,4.4,0.79,-0.27,0.86,0.39,-5.1,1072,i,17
CC(=O)c1cccc(N2C(=NC(=O)C(C)C)SC3CS(=O)(=O)CC32)c1 (stereo unspecified),5%,i,10%,14,1,-0.57,1382,2.4,1.9,8.1,-0.17,-0.2,0.3,0.33,3.7,1136,i,12
O=C(NN1C(=O)c2ccccc2NC1c1ccccn1)c1ccc([N+](=O)[O-])cc1 (stereo unspecified),2%,i,3%,15,7,0.14,1353,2.7,1.4,1.8,0.43,0.22,0.59,-0.61,-2.8,1102,i,-2
COC(=O)c1cccc(NC(=O)Cc2ccccc2[N+](=O)[O-])c1C,10%,i,-2%,9,-3,1.2,1592,4.6,1.3,8.1,-0.58,-0.19,-0.43,-0.25,-2.6,1047,i,5
Cc1nnc(SCC(=O)NC2CC2)n1CC1CCCO1 (stereo unspecified),-1%,i,-3%,7,3,1.4,1205,3.2,1.6,9.0,0.37,-0.28,0.29,-0.21,0.0,1089,i,19
CC(=O)Nc1ccc2nc(NC(=O)C(Cl)(Cl)Cl)sc2c1,-4%,i,-7%,0,-1,1,1370,1.7,2.2,12,-0.46,-0.3,-0.098,0.64,-2.0,1229,i,-16
COC(=O)COc1ccc(S(=O)(=O)Nc2ccc(C(N)=O)cc2)cc1Cl,6%,i,0%,3,1,-0.67,1319,5.1,1.8,2.8,2.8,0.23,3,-3,-0.4,1213,i,10
COc1ccccc1C(=O)Nc1nc2cc3c(cc2s1)OCO3,·,i,·,·,·,-1.3,871,·,·,·,2.2,-0.21,1.6,-1.6,0.4,1380,·,·
COc1ccccc1-n1c(C)c2c(OC)cccc(=O)c2c1C,14%,i,55%*,29,20,0.69,1277,1.8,1.5,1.5,0.98,-0.34,0.92,0.18,·,·,i,18
CCOC(=O)COc1ccc(S(=O)(=O)N2CCN(c3ccccc3F)CC2)cc1,14%,i,15%,6,9,-0.54,1208,2.0,0.1,16,0.26,-0.25,0.75,1.9,-0.3,1207,i,-3

# Compound profiles, as listed above. Screens in order: PMI inhibitors	Yfh1-depleted yeast	PMI inhibition	WT yeast gro inh	WT yeast gro inh mutant strain	Insulin prom up	Insulin prom up cell count	MT stabilizer	MT stabilizer Hoechst-high %	MT stabilizer cytotoxicity %	Dynein cargo inh	Dynein cargo inh cytoplasmic EGFP	Dynein cargo inh nuclear GR-EGFP	Dynein cargo inh cell count	bCat nuc transl	bCat nuc transl cell count 5 µM	Autophagy HCS	Autophagy HCS cell loss 18 h
# O=C(CC1SC(=Nc2ccccc2)N(Cc2ccccn2)C1=O)Nc1ccc(Br)cc1 (stereo unspecified) as listed: 1%	i	2%	45	2	0.15	1240	2.5	1.9	6.8	0.47	-0.13	0.17	-1.6	1.6	505	i	12
# C=CCc1cccc(CNc2nc3ccccc3n2C(C)C)c1O as listed: 9%	·	11%	70*	14*	-0.15	1198	6.7	1.9	4.4	2.2	-0.13	1.2	-1.5	-7.3	950	i	-5
# Cc1cc(C)c(NC(=O)c2ccc[n+](Cc3ccc([N+](=O)[O-])cc3)c2)c(C)c1 as listed: 2%	i	-1%	-18	-18	0.74	1400	3.9	1.8	8.3	0.81	-0.29	0.25	-0.83	-1.0	895	i	4
# Cc1ccc2c(c1)N(CC(=O)Nc1ccc3c(c1)OCCO3)C(=O)CO2 as listed: 9%	i	6%	-11	0	0.26	1330	1.8	1.5	6.2	-1.1	-0.27	-0.4	-0.011	·	·	i	-2
# COc1ccccc1C(=O)Nc1nc2cc3c(cc2s1)OCO3 as listed: ·	i	·	·	·	-1.3	871	·	·	·	2.2	-0.21	1.6	-1.6	0.4	1380	·	·
